E-sel inducer = E-selectin induction in HUVECs, primary screen, imaging, HUVEC, immunofluorescence imaging, single point | P16581 | normalized: neutral wells 0, TNF-alpha wells 100 | activation, % at 7.58 µM | 260,000 tested, 0.37% active;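 active = mean E-selectin-positive cell signal at least 10% of the positive control, reached in at least 60% of replicates, without over 20% cell loss; inconclusive = no rule given, readout overlaps actives, possibly toxicity-flagged; inactive = the rest, including those meeting only one limit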;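 note: in these data hits start at about 27%; measured in HUVEC primary endothelial cells; signal is the percent of cells scored E-selectin positive by PE staining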
Target sequence (P16581 whole entry, looked up): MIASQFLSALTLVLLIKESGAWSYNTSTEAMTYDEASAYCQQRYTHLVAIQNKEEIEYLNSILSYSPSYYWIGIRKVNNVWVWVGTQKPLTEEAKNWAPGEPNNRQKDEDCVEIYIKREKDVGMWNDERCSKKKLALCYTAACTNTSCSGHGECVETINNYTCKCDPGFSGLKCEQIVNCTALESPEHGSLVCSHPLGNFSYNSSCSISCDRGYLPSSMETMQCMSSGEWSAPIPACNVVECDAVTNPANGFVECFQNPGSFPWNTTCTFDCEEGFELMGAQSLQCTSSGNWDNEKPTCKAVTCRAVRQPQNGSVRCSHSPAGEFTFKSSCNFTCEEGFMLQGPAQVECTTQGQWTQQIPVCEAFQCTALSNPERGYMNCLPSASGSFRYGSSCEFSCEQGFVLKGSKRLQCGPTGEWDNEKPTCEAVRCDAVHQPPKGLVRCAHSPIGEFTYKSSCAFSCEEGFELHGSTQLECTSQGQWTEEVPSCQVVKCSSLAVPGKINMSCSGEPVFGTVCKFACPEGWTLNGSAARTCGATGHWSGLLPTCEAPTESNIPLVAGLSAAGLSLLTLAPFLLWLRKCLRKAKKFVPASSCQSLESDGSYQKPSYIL
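Assay system: HUVEC, human umbilical vein endothelial cells / Amount: 3,000 HUVEC/well / Controls: TNF-alpha positive control, DMSO neutral control / Compound dosing: single concentration / Medium: EGM-2 over gelatin coat / Evaluation: percent E-selectin-positive cells / Signal: immunofluorescence imaging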
CASP6 VEID inh = human caspase-6 inhibitors, primary screen, biochemical, VEID-R110 fluorescence, single point, set 2; purified caspase-6, Z-VEID-R110 cleavage fluorescence; 350,000 tested, 0.53% active; P55212; inhibition, % at 12.5 µM; AID 686996, 2013;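 active = mean inhibition across replicates at least about 35%, with every replicate also reaching that limit, limit read from the data; inconclusive = only one of the two criteria met; inactive = neither criterion met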;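 note: 0% = median of neutral control wells and 100% = no fluorescence left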
ERp5 block = inhibitors of ERp5-driven insulin aggregation, primary screen, biochemical, turbidity, absorbance 650 nm, single point. Protein disulfide-isomerase A6 (Homo sapiens), Q15084. 350,000 tested, 0.05% active. inhibition, % at 9.99 µM. 90 min. AID 651711, 2012;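 active = mean replicate inhibition above about 25%, with every replicate also reaching it, limit read from the data, passing the limit was not always enough; inconclusive = only one of those two criteria met; inactive = neither criterion met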
RAD54 branch = inhibitors of human RAD54 branch migration, primary screen, biochemical, fluorescence, single point; DNA repair and recombination protein RAD54-like (Homo sapiens), Q92698; RAD54 Holliday junction branch migration, FAM/BHQ fluorescence; inhibition, % at 10.4 µM; 360,000 tested, 0.14% active; AID 602329, 2012;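 active = mean normalized replicate activity at least 40 and at least half of replicates scoring 40 or more; inconclusive = only one of the two criteria met; inactive = mean below 40 and under half of replicates reaching 40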;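 note: 0% = median of neutral control wells and 100% = median of positive control wells; inhibitors cause a drop in the FAM fluorescence signal; in these data hits start at about 50%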
PglD DTNB = C. jejuni PglD acetyltransferase inhibitors, primary screen, biochemical, DTNB colorimetric, single point. 360,000 tested, 0.098% active. inhibition, % at 12.5 µM. UDP-N-acetylbacillosamine N-acetyltransferase PglD (Campylobacter jejuni). purified PglD enzyme, DTNB colorimetric CoA detection. AID 602405, 2012; in the data active = inhibition above about 16%, passing the limit was not always enough; inconclusive = no clear call, values can overlap the other calls; note: strong numbers were not always called active
ARNT-TACC3 inh = disruptors of ARNT/TACC3 protein interaction, primary screen, biochemical, AlphaScreen, single concentration. AlphaScreen His-ARNT PAS-B/GST-TACC3 binding, luminescence; TACC3 fragment carries E629A point mutation. inhibition, % at 9.99 µM. 390,000 tested, 0.66% active. AID 623870, 2012;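 active = mean inhibition of replicates at least 50% and at least half of replicates each reaching 50%; inconclusive = half or more replicates reach 50% but mean below 50%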;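 note: 0% = complete ARNT plus TACC3 wells and 100% = ARNT alone without TACC3; many hits fall short of the cut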
RAD52 inh = RAD52 DNA annealing inhibitors, primary screen, biochemical, FRET, single point, set 2 | DNA repair protein RAD52 homolog (Homo sapiens), P43351 | recombinant RAD52 DNA annealing, FRET fluorescence | inhibition, % at 18.7 µM | 360,000 tested, 0.46% active | AID 651710, 2012;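 active = every replicate showing at least 50% inhibition; inconclusive = mean inhibition at least 50% but not in every replicate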
Target sequence (P43351 whole entry, looked up): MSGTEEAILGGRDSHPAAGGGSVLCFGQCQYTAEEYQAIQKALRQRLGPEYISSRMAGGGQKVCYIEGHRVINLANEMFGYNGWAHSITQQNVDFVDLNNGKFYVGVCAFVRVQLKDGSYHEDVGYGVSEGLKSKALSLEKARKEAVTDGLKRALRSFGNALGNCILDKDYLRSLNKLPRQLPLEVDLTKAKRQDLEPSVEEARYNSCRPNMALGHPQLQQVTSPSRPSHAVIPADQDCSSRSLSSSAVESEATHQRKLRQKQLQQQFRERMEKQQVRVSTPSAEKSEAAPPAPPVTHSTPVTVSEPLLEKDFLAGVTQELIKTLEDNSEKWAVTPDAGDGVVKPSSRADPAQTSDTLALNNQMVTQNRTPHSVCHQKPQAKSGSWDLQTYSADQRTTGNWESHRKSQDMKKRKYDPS
esBAF inh = Bmi1 luciferase reporter increase in mESCs, primary screen, esBAF inhibitor project, mouse ES cells, Bmi1 luciferase knock-in, single point; 24 h; 100% = twice the neutral-well signal; reporter increase, % at 12.5 µM; 350,000 tested, 2% active; in the data active = activation above about 40%; inconclusive = no clear call, values can overlap the other calls;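 note: 0% = median of the plate's neutral control wells and 100% = double that signal; a rise in the Bmi1 reporter signal indicates esBAF inhibition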
The depositor's hits bear a star; ? = inconclusive; . = not tested or not shown.

SMILES	E-sel inducer	CASP6 VEID inh	ERp5 block	RAD54 branch	PglD DTNB	ARNT-TACC3 inh	RAD52 inh	esBAF inh
COc1ccc(C(=O)N2CCN(C(C)=O)CC2)cc1S(=O)(=O)NCc1ccc(Cl)cc1	.	.	.	-4.7	0.4	-4.9	.	-2.1
Cn1c(SCc2cc(=O)[nH]c3ccccc23)nnc1-c1ccc(Br)cc1	.	.	.	-4.3	-4.0	2.0	.	8.5
O=C(NCC1CCCO1)c1ccc(-c2cccc(C(F)(F)F)c2)o1 (centres undefined)	.	-0.6	20.4	-5.1	-11.6	1.9	-4.5	0.5
Cc1ccc2nc(COC(=O)c3ccc(Cl)nc3)cc(=O)n2c1	0.1	-0.3	5.1	-9.5	-3.5	0.0	-24.7	3.1
Cn1c(=O)[nH]c(=O)c2c1nc(SCCC(=O)O)n2Cc1cccc(Br)c1	.	-1.7	5.2	-15.7	-1.4	-3.4	-7.6	-6.3
Cc1noc(C)c1C(=O)NCc1cccs1	.	1.2	7.6	.	.	-6.1	-11.2	.
Cc1ccc(NC(=O)CCC(=O)NNS(=O)(=O)c2ccc(Cl)cc2)cc1C	.	-1.8	0.8	5.0	5.1	-47.6	-10.1	2.0
CSCCC(NC(=O)c1ccco1)C(=O)Nc1cc(C)ccn1 (centres undefined)	.	-2.3	0.2	1.9	-3.7	-24.4	-13.1	27.2
CC(=O)N1c2ccc(C)cc2C(c2ccccc2)CC1C (centres undefined)	.	0.3	-0.2	-1.3	1.1	-3.3	2.4	-7.0
COc1ccccc1S(=O)(=O)N1CC[C@@H]2[C@H](CO)Nc3ccc(Br)cc3[C@@H]21	2.7	.	.	-5.1	1.8	30.0	.	1.2
COC(=O)c1c(C)[nH]c(C(=O)OCC(=O)N(CC(C)C)c2c(N)n(Cc3ccccc3)c(=O)[nH]c2=O)c1C	.	0.7	2.6	3.9	3.9	-2.8	-142.4	7.3
Cc1ccc(S(=O)(=O)N2CCCC(C(=O)NCc3ccccc3F)C2)cc1 (centres undefined)	.	0.9	2.4	-3.3	-3.2	-0.9	-9.9	5.5
O=C(NCC[C@@H]1CC[C@@H](NS(=O)(=O)c2ccc(Cl)cc2)[C@@H](CO)O1)c1ccccc1F	-0.9	-0.2	-0.7	-3.2	-1.7	.	-5.1	-2.3
Cn1c(=O)oc2cc(S(=O)(=O)N3CCC4(CC3)OCCO4)ccc21	.	.	.	-1.9	3.8	-0.5	.	4.6
Cc1ccc(S(=O)(=O)N(C)C)cc1NC(=O)Nc1ccccc1	12.3	2.4	-6.2	.	.	6.9	-15.2	.
COc1ccccc1-c1nnc(SCC(=O)Nc2ccc3[nH]c(=O)[nH]c3c2)n1N	-1.3	1.7	2.8	-8.8	9.4	.	-1.3	-1.4
Cc1cc(C)c(S(=O)(=O)N2CCCC(C(=O)N3CCOCC3)C2)c(C)c1 (centres undefined)	0.4	-2.5	-0.6	0.7	1.9	-9.6	-7.8	.
COc1ccc(-c2csc(Cc3nnc4n3CCCCC4)n2)cc1	.	1.0	1.9	-3.1	0.7	3.2	-8.8	8.4
CCN(CC)c1ccc(S(=O)(=O)N2CCOCC2)cc1NC(=O)COC(=O)/C=C/c1ccco1	.	2.5	-15.8	-0.5	0.7	8.6	-34.0	-2.5
CCN(C(=O)COC(=O)c1ccccc1Cc1ccccc1)c1c(N)n(Cc2ccccc2)c(=O)[nH]c1=O	-1.9	-0.6	2.5	-1.3	4.6	6.9	-13.2	-3.8
CN1CCc2cc(O)c(O)cc2C(c2ccccc2)C1 (centres undefined)	0.8	.	-6.0	6.4	-2.6	-3.1	-0.2	-4.7
CCN(CC)C(=O)CSc1nc(O)cc(=O)n1C	.	.	.	0.1	-3.6	0.8	.	-2.0
CCCNC(=O)N1C[C@H]2[C@@H](c3ccccc31)[C@H](CO)N2Cc1ccc(F)cc1	-0.2	.	.	-0.3	1.7	-3.4	.	-4.4
COc1ccccc1/C=C1\N=C(C(C)(C)C)OC1=O	.	-0.2	3.8	-10.7	-1.5	-3.3	-9.8	-8.3
COc1cccc(S(=O)(=O)N2CCC3(CC2)CN(C(=O)Nc2ccc(F)cc2)[C@@H](CO)c2[nH]c4cc(OC)ccc4c23)c1	-0.5	2.6	-6.7	.	.	.	12.1	.
Cc1ccc(-c2c[n+](CC(=O)Nc3ccccc3C)c3n2CCC3)cc1	.	-3.5	0.3	.	.	2.3	3.7	.
Cc1cccc(CSCCNC(=O)c2ccc(N(C)S(=O)(=O)c3ccccc3)cc2)c1	.	.	.	2.1	4.7	-7.2	.	-5.9
CCOC(=O)C1CCN(C(=O)CCc2c(C)nc3c(-c4ccc(F)cc4)c(C)nn3c2C)CC1	-0.1	0.3	-2.3	1.8	.	-5.8	32.7	0.4
Cc1ccc([N+](=O)[O-])cc1NC(=S)NC(=O)C(C)(C)C	.	.	.	-4.5	4.3	-2.3	.	-2.8
CN1CCN(C(=O)c2cnc(Cc3c[nH]c4ccccc34)c(I)c2)CC1	-1.1	1.0	0.6	-4.8	0.0	.	-12.5	-1.3
C[C@H]1CN([C@@H](C)CO)C(=O)c2cc(C#Cc3ccccn3)cnc2O[C@@H]1CN(C)C(=O)CCN1CCCCC1	-0.2	0.6	7.3	-4.7	0.0	-6.9	-41.1	4.7
CCCCc1nc(SCC(=O)N2CCCCC2)c2c(=O)n(C)c(=O)n(C)c2n1	-0.1	-3.8	-1.3	-0.6	0.7	4.9	-4.7	2.6
CCCCc1c(-c2ccccc2OC)ncn1Cc1cccc(OC)c1	-0.1	-1.3	1.2	.	.	.	-14.8	.
CN1C(=O)c2cc(NC(=O)c3cccc(Cl)c3)ccc2OC[C@H]2O[C@H](CC(=O)NC3CCCCC3)CC[C@@H]21	0.5	.	.	6.2	-2.7	6.6	.	4.1
CCOc1ccccc1N(CC(=O)Nc1ccccc1C(=O)N1CCCC1)S(C)(=O)=O	.	1.2	0.7	4.4	0.0	.	-5.9	1.7
CS(=O)(=O)N1CCCC(C(=O)Nc2ccccc2Cl)C1 (centres undefined)	0.0	0.7	0.9	-4.4	1.8	-3.8	-10.0	-5.7
COc1ccc(C#Cc2ccc3c(c2)[C@H]2[C@H](CCN2C(=O)c2cccc(F)c2)[C@@H](CO)N3)cc1	1.7	-0.7	-2.6	-8.0	-6.3	-2.9	-4.4	-0.5
Cc1nc2ccccc2n1S(=O)(=O)c1cc(C(=O)O)ccc1Cl	0.0	-1.0	3.4	1.2	-4.4	-16.9	-4.0	6.8
Cc1cccc(CN(C)C[C@H]2OCc3cn(nn3)CCCC(=O)N([C@@H](C)CO)C[C@@H]2C)c1	-0.2	-3.0	-0.4	5.4	0.2	3.2	4.5	-3.6
O=[N+]([O-])c1ccc(Cl)c(CN2CCN(c3ncccn3)CC2)c1	0.1	-11.4	5.1	-10.5	5.2	0.2	-11.8	2.6
CCOc1ccc(NS(=O)(=O)c2cc(C)c(C)cc2C)cc1	0.5	3.8	-3.2	.	.	0.2	-13.0	.
CN(C)C1(CNC(=O)c2cccc(S(=O)(=O)Nc3ccc(Br)cc3)c2)CCCCC1	2.6	-172.4	3.2	13.3	0.7	0.6	3.7	-5.9
Nc1cc(-c2nc3ncccc3o2)ccc1Cl	.	2.0	4.4	3.9	-0.6	-3.0	-2.9	?
O=C(C[C@@H]1C[C@H]2c3cc(NC(=O)C4CCOCC4)ccc3O[C@H]2[C@@H](CO)O1)NCc1ccccc1	2.2	-1.1	0.0	7.6	-3.1	2.5	-0.3	6.4
CN(C)CC(=O)Nc1ccc2c(c1)[C@@H]1C[C@H](CC(=O)NCc3cccnc3)O[C@H](CO)[C@@H]1O2	-0.3	1.1	4.8	4.0	-0.1	-5.2	-1.8	-3.1
O=C(NCCc1cn2ccccc2n1)C1CCCCC1	-0.2	-1.8	4.7	1.0	-1.6	-0.1	-14.6	-10.6
Cc1c(C(=O)N(C)CC(=O)Nc2cccc(F)c2)oc2c(Cl)cccc12	0.4	1.0	-3.5	.	.	.	-16.3	.
Cc1ccc(C(=O)Cn2nc(C)c([N+](=O)[O-])c2C)c(C)c1	1.3	0.1	-9.7	.	.	.	-12.8	.
COc1ccc(S(=O)(=O)NCCSCc2cccc(C)c2)cc1Br	.	.	.	-0.7	0.4	-2.3	.	-5.7
CCn1c(SCC(=O)NC2CC2)nc2ccccc21	0.0	-3.7	2.8	0.3	0.0	.	-4.7	-10.3
Next part:
SMILES	E-sel inducer	CASP6 VEID inh	ERp5 block	RAD54 branch	PglD DTNB	ARNT-TACC3 inh	RAD52 inh	esBAF inh
Cc1cc(Cl)ccc1NC(=O)c1ccc2c(c1)OCO2	.	0.7	-0.8	-6.1	4.2	-6.8	-10.7	77.1*
CCCC(=O)Nc1ccc2c(c1)C(=O)N(C)[C@@H]1CC[C@@H](CC(=O)NCC3CC3)O[C@@H]1CO2	0.4	-2.3	0.6	-0.5	-0.3	-8.2	5.2	-6.5
O=c1oc(=S)oc2c1[C@H](c1ccc(Cl)cc1)O[C@H](C1CCCC1)C2	0.5	-0.6	8.3	.	.	.	-0.3	.
Cc1cccc(N2CCN(Cc3nc(C4CC4)no3)CC2)n1	-1.3	-3.4	-2.2	3.9	1.8	-0.1	-0.9	.
Cc1cc(C)nc(SCCn2c(N3CCCCC3)nc3c2c(=O)n(C)c(=O)n3C)n1	.	.	.	2.1	-1.7	13.3	.	0.9
Cc1cc(=O)oc2c(C)c(OC(=O)c3ccco3)ccc12	-0.2	-2.0	3.7	7.3	-3.9	6.5	-12.7	-4.8
COc1ccc(CCNc2ccc(S(=O)(=O)N3CCN(C)CC3)cc2[N+](=O)[O-])cc1	-2.0	-5.8	6.0	-0.2	2.0	34.9	-20.3	1.1
CC(=O)c1ccc(N2CCN(S(=O)(=O)c3c(C(=O)N4CCCC4)c(C)n(C)c3C)CC2)cc1	.	-3.1	-0.8	-13.0	-6.0	-1.1	2.5	16.9
CCOC(=O)N1CCC(NC(=O)c2ccc(CS(=O)(=O)c3c(Cl)cccc3Cl)o2)CC1	-0.2	-0.8	-1.5	-3.0	-5.1	.	3.2	-5.2
CC(=O)Oc1ccc(N(c2ccccc2)S(=O)(=O)c2ccc(C)cc2)cc1	0.4	5.8	0.8	9.9	-4.6	1.0	-5.0	-7.8
CCn1c(CNc2ccccc2Cl)nnc1SCC(=O)NCc1ccccc1	.	1.6	6.6	-13.0	-2.1	1.3	-2.9	0.6
CNC(=S)N(Cc1ccc(OC)cc1)Cc1cc2cccc(C)c2[nH]c1=O	-0.6	2.8	-5.6	.	.	0.4	-15.1	.

High-throughput results from PubChem BioAssay.
